M5 ag – human M5 muscarinic receptor agonists, primary screen, CHO-K1 cells, Fluo-8 calcium fluorescence; AID 624037, 2012; Muscarinic acetylcholine receptor M5 (Homo sapiens), P08912; activation, % at 3 µM; CHO-K1 hM5 cells; 0% DMSO wells, 100% maximal acetylcholine response; 360,000 compounds, 0.19% hits;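 active = activation above the run's mean over test compounds plus 3 SD, cut at about 23% in these data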;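 also: signal is peak over basal fluorescence ratio across the kinetic read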
CHRM1 PAM – human M1 muscarinic receptor positive allosteric modulators, primary screen, CHO-K1 cells, Fluo-8 calcium fluorescence, 1536-well | Muscarinic acetylcholine receptor M1 (Homo sapiens), P11229 | CHO-K1 hM1, ACh EC20; 0% = ACh EC20, 100% = maximal ACh | activation, % at 3 µM | 360,000 compounds, 0.088% hits | AID 588819, 2011; in the data active = activation above about 19%, passing the limit was not always enough
Target sequence (P11229 whole entry, looked up): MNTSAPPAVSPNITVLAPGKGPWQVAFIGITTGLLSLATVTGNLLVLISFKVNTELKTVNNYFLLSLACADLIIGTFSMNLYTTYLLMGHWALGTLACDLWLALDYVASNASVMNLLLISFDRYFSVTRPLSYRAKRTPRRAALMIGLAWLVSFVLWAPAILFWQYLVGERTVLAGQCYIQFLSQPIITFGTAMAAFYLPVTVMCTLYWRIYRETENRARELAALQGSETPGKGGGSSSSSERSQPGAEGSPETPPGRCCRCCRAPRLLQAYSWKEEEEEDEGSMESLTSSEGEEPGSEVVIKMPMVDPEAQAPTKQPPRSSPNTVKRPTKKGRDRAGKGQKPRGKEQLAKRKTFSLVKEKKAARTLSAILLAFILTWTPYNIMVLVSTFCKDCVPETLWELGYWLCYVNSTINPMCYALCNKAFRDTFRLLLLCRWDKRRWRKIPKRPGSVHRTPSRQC
M5 antag – human M5 muscarinic receptor antagonists, primary screen, CHO cells, Fluo-8 calcium fluorescence. CHO-hM5 cells, ACh EC80. 360,000 compounds, 0.59% hits. AID 624040, 2012. Muscarinic acetylcholine receptor M5 (Homo sapiens), P08912. inhibition, % at 3 µM;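 active = inhibition above a per-plate cutoff, the mean of that plate's test compounds plus 3 SD, cut at about 27% in these data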;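 also: 0% = acetylcholine EC80 with DMSO and 100% = DMSO without agonist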
CRFR2-BP ag – agonists of CRF-BP/CRF-R2 complex, primary screen, cell-based, HEK293, calcium dye fluorescence, uHTS | calcium dye fluorescence (FLIPR); percent of saturating CRF peptide response | activation, % at 13.2 µM | 350,000 compounds, 0.46% hits;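 active = activation of at least 50%, plus an integration ratio under a set limit after plate pattern correction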;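 also: plate controls were neutral control wells without compound for no effect and CRF at EC100 for full effect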
M4 antag – human M4 muscarinic receptor antagonists, primary screen, CHO cells, Fluo-8 calcium fluorescence; CHO-hM4 cells, ACh EC80; inhibition, % at 3 µM; 360,000 compounds, 0.73% hits;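 active = inhibition above its plate's cutoff, the mean inhibition of sample wells plus 3 SD, cut at about 27% in these data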;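 also: 0% = acetylcholine EC80 with DMSO and 100% = DMSO without agonist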
Target sequence (P08173 whole entry, looked up): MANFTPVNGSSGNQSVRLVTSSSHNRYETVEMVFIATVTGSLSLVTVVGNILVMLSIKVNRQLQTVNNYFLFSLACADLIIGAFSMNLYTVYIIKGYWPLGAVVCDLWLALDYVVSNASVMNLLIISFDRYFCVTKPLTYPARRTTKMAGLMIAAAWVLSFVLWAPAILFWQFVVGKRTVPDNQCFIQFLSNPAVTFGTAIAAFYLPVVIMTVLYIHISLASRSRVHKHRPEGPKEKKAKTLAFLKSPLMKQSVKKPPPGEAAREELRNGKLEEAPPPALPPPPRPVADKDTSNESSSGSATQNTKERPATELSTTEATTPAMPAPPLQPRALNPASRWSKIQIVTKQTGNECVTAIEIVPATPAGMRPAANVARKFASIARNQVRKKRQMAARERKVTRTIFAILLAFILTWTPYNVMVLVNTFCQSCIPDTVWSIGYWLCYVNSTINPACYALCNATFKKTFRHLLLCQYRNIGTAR
M4 PAM – human M4 muscarinic receptor positive allosteric modulators, primary screen, CHO-K1 cells, Fluo-8 calcium fluorescence; Muscarinic acetylcholine receptor M4 (Homo sapiens), P08173; CHO-K1 hM4/Gqi5, ACh EC20; 0% = ACh EC20, 100% = maximal ACh; activation, % at 3 µM; 360,000 compounds, 0.4% hits; AID 624126, 2012;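 active = activation above its plate's cutoff, the mean activation of sample wells plus 3 SD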; also: some results filed as inactive read as strong as hits
CRFR2-BP antag – antagonists of CRF-BP/CRF-R2 complex, primary screen, cell-based, HEK293, calcium dye fluorescence, uHTS | 350,000 compounds, 0.59% hits | CRF-induced calcium fluorescence | AID 588475, 2011 | inhibition, % at 11.8 µM;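 active = inhibition of the ligand-induced calcium signal above about 50% at the single tested concentration, limit read from the data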
M4 ag – human M4 muscarinic receptor agonists, primary screen, CHO-K1 cells, Fluo-8 calcium fluorescence; Muscarinic acetylcholine receptor M4 (Homo sapiens), P08173; CHO-K1 hM4/Gqi5; vehicle 0%, full acetylcholine response 100%; activation, % at 3 µM; 360,000 compounds, 0.14% hits; AID 624127, 2012;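 active = activation above the run mean over all test wells plus 3 SD, cut at about 32% in these data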;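 also: peak over basal fluorescence ratio per well then scaled between controls; 0% = DMSO wells and 100% = acetylcholine at EC100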
M5 PAM – human M5 muscarinic receptor positive allosteric modulators, primary screen, CHO-K1 cells, Fluo-8 calcium fluorescence; Muscarinic acetylcholine receptor M5 (Homo sapiens), P08912; CHO-K1 hM5, ACh EC20 PAM; 0% = ACh EC20, 100% = ACh EC100; activation, % at 3 µM; 360,000 compounds, 0.3% hits; AID 624038, 2012;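 active = activation above the run cutoff, the mean activation of all test compounds plus 3 SD, cut at about 18% in these data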
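Replicates: One well per compound, no replicates | System: Human M5 receptor in CHO-K1 cells | Benchmarks: Low control EC20 acetylcholine (0%), high control EC100 acetylcholine (100%) | Probe or stimulus: Acetylcholine, EC20 level | Times: Fluo-8 loading 80 min at 37 °C plus 30 min room temperature | Signal: Intracellular calcium via Fluo-8 fluorescence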
* hit, by the source's call; / = no result given.

M5 ag	CHRM1 PAM	M5 antag	CRFR2-BP ag	M4 antag	M4 PAM	CRFR2-BP antag	M4 ag	M5 PAM	Compound
2	16	6	-0.5	4	-2	0	1	6	CCN(CC)C(=O)c1ccc2c(=O)n(Cc3ccc4c(c3)OCO4)c(=S)[nH]c2c1
-3	16	5	-0.5	19	-8	1	0	6	O=C(N/N=C/c1cc([N+](=O)[O-])ccc1O)c1cccc(NC(=O)c2cccc(Cl)c2)c1
-3	-3	9	-1.1	0	-6	1	6	-9	COc1cccc(N2CCN(CC(=O)Nc3nnc(-c4ccccc4)s3)CC2)c1
5	2	13	-4.6	1	-4	-10	0	-3	COc1cc(S(=O)(=O)NCc2ccc3c(c2)OCO3)c(OC)cc1C
-2	2	12	40	-4	2	-1	1	-1	Cc1cc(C)cc(NC(=S)N2CCC(NC(=O)c3ccc(F)cc3)CC2)c1
-3	6	13	-3.0	-1	2	0	0	4	COc1ccc(CNC(=O)CCn2c(=O)[nH]c3ccccc3c2=O)cc1
1	/	4	/	6	-1	/	2	2	COC(=O)[C@@]12C[C@@H](CC(=O)N3CCOCC3)C(=O)N(CCc3ccc(OC)c(OC)c3)C1=CCC(C)(C)C2
0	-2	-2	0.3	9	4	17	0	-1	Cc1nc2ccc(NC(=O)C3=NN(C)C(=O)CC3)cc2s1
-4	14	8	-1.1	-15	1	-5	2	-3	FC(F)Oc1ccccc1/C=N/Nc1nc2ccccc2o1
1	-5	18	-0.9	-1	-11	7	16	-19	C=C(C)CN(CC)C(=O)CCc1nnc(CCCc2ccccc2)o1
-1	4	10	0.9	-13	-1	17	5	-13	O=C(COC(=O)c1ccc[n+]([O-])c1)Nc1ccc([N+](=O)[O-])cc1C(F)(F)F
-1	11	-3	1.1	-1	6	6	2	6	CC1=NN(c2ccccc2)C(=O)C1N=Nc1ccccc1 (stereo not given)
2	-3	3	-0.2	-1	2	7	0	1	C=CCn1c(=NC(=O)C2CCCCC2)sc2cc(NC(C)=O)ccc21
-1	-4	-5	-1.4	-3	13	24	-3	1	Cc1nc2cc(-c3sccc3-n3cccc3)nn2c(C)c1C
0	9	5	-2.7	3	-2	1	0	3	COc1cc(-c2nnc(SCC(=O)NC3CCS(=O)(=O)C3)o2)cc(OC)c1OC (stereo not given)
1	-28	5	-0.7	10	-11	1	2	-4	CCc1nn(CC(=O)NCCCN(CC)Cc2ccccc2)c(=O)c2cc3sccc3n12
-6	-11	4	-0.4	-7	-3	-12	3	-18	CC(C)c1ccc(C(=O)NC(=S)NCc2cccnc2)cc1
-1	7	12	0.7	12	4	-23	0	1	Cn1cc(C(=O)NC2CCCCCC2)c(=O)c2cc(S(=O)(=O)N3CCCC3)ccc21
7	-2	10	1.1	3	-3	2	20	-12	N#Cc1ccc(NCC(=O)Nc2ccc(S(=O)(=O)N3CCCCC3)cc2)cc1
0	2	7	0.8	14	12	-11	3	-2	CC(C(=O)Nc1ccccc1Br)c1ccc([N+](=O)[O-])cc1 (stereo not given)
-1	0	-7	3.0	-4	2	-8	1	-6	COc1ccccc1CN1CCNC(=O)C1CC(=O)NC1Cc2ccccc2C1 (stereo not given)
-11	-10	7	-1.9	7	0	15	-1	-7	Cc1cccc(OCCCC(=O)Nc2ccccc2C(F)(F)F)c1
2	4	-5	-5.7	-14	2	1	1	7	CN(C)S(=O)(=O)c1ccc(Cl)c(NC(=O)COC(=O)/C=C/c2ccco2)c1
-1	4	-3	-1.3	6	8	14	2	2	COc1ccc(/C=N/NC(=S)NCc2ccccc2)cc1OC
2	5	-18	0.9	-6	1	-20	0	6	CC(CC(=O)C1C(C)C=CCC1(C)C)NNC(N)=O (stereo not given)
1	11	0	2.8	-3	10	5	1	6	COc1ccc(C(=O)Nc2ccc(C(=O)OCC(=O)c3ccccc3)cc2)cc1
-1	11	0	1.7	-20	4	-15	3	-2	CCOC(=O)c1[nH]c(C)c(C(=O)N2CCCC(Nc3ccc(C)c(C)c3)C2)c1C (stereo not given)
0	4	2	-0.1	1	-1	2	8	-6	O=C(Nc1cccc(O)c1)c1ccc(S(=O)(=O)N2CCCCCC2)cc1
5	-7	6	-3.3	-10	2	2	6	-9	CCC1CCCCN1C(=O)CSc1nnc(-c2ccc(OC)cc2)o1 (stereo not given)
-5	8	-2	-0.4	0	4	12	0	9	COc1cccc(CC(NC(C)=O)C(=O)NC2CCN(c3nnnn3-c3ccccc3)CC2)c1 (stereo not given)
-2	7	5	-1.6	-5	10	10	1	2	OCCNc1nc(Cl)nc(NCc2ccco2)n1
3	4	3	8.2	-8	4	-8	0	-5	O=C1C(=O)N(CCO)C(c2ccccc2)/C1=C(\O)c1ccccc1 (stereo not given)
-3	2	-4	-3.2	-1	13	-3	-2	5	Cc1cccc(NC(=S)c2nc3ccccc3s2)c1
0	6	10	-0.1	-10	-9	-12	15	-11	O=C(NCc1ccc(Cl)cc1)C1CCC(CNS(=O)(=O)c2ccccc2)CC1 (stereo not given)
-10	-14	8	-0.3	5	-6	8	1	3	Cc1onc(-c2c(F)cccc2Cl)c1C(=O)NNC(=O)C1CCN(Cc2cccc(F)c2)CC1
2	9	2	0.1	1	14	-7	1	5	COc1ccc(OC)c(C2C(C#N)=C(N)Oc3cc(C)[nH]c(=O)c32)c1 (stereo not given)
2	4	-5	-0.7	1	-5	8	0	-4	O=C(c1ccc(NS(=O)(=O)c2ccccc2)cc1)N1CCCC1
3	8	-19	2.7	-4	1	0	0	15	CC(=O)Nc1ccc(Sc2ccccc2C(=O)O)cc1
-2	3	2	/	4	-2	/	8	-7	CCCCCCCCC(c1nc2ccccc2[nH]1)N1CCN=C1c1cc2ccccc2[nH]1 (stereo not given)
7	-11	16	0.5	-1	-4	-6	13	-12	COc1cccc(N2CCN(c3c4c(nc5ncnn35)CCC4)CC2)c1
-2	7	7	24	3	18	-52	1	4	CCOc1ccc2[nH]c(=O)c(CN(CCO)C(c3nnnn3C3CCCCC3)C(C)C)cc2c1 (stereo not given)
4	14	-13	8.3	-4	-6	-34	1	11	COc1cc(C2=Nc3ccc(Br)cc3C(c3ccccc3)N2CC(=O)NN)cc(OC)c1OC (stereo not given)
-8	8	-6	0.6	1	0	1	1	4	O=C(C1CC1)N(CCN(Cc1ccccc1)C(=O)C1CC1)Cc1ccccc1
-1	-3	-7	0.0	-4	13	-7	1	6	O=C(O)c1cccc2c1C(=O)N(CC1CCCO1)C2 (stereo not given)
0	15	-2	-1.2	15	11	15	0	8	Cc1cc(C)c(C(=O)COC(=O)Cn2cnnn2)cc1C
1	3	2	/	-8	-9	/	1	7	O=C1OCC2=C1C(c1ccc(F)cc1)CC(=O)N2c1ccccc1 (stereo not given)
3	9	-15	0.9	-10	-1	-5	0	17	Cc1[nH]nc2c1C(c1c[nH]c3ccccc13)C(C#N)=C(N)O2 (stereo not given)
4	1	9	1.2	-9	2	2	0	6	CCc1cccc(CC)c1N1C(=O)CC(Sc2ccccc2N)C1=O (stereo not given)
-9	-2	-14	1.2	-11	6	14	1	14	CCOC(=O)C1CCN(c2c(NCc3ccc(C(=O)N(C)Cc4ccccc4)cc3)c(=O)c2=O)CC1
-1	6	4	1.6	8	-1	29	1	-2	NC(=O)Cn1c2[n+](c3ccccc31)CC(O)CS2 (stereo not given)
1	5	10	-2.0	0	1	8	1	-3	O=C(C1=C[C@@H](c2coc3ccccc3c2=O)C[C@@H](OCCCCO)O1)N1CCOCC1
0	2	4	-3.7	0	-4	5	2	1	c1ccc2c(c1)ccc1nnc(SCc3ccc4c(c3)OCCO4)n12
1	4	0	-1.6	6	1	8	0	4	CN(CC(=O)Nc1ccccc1Cl)C(=O)CSc1nnc(-c2ccco2)n1C
-7	-5	-2	0.3	4	-8	-40	0	-7	C=C(C)C1CC=C(C)/C(=N/NC(=O)C2CC2c2ccccc2)C1 (stereo not given)
-4	26	17	-1.4	3	11	8	3	-4	O=C(c1cn(Cc2ccccc2)nc1-c1ccc(Cl)cc1)N1CCN(c2ccccn2)CC1
-1	-1	-1	0.0	-1	-4	-2	-1	2	O=S(=O)(NCCC1=CCCCC1)c1ccc(OC(F)(F)F)cc1
-5	0	3	1.7	5	3	-9	1	-1	COCCCNCCCCOc1c(Cl)cc(C)cc1Br
-1	2	0	1.0	-3	-1	5	1	1	Cc1cc(NC(=O)CSc2nnc(C3CC3)n2Cc2ccccc2)no1
0	6	2	-1.6	4	-4	-36	0	-1	CN[C@H]1CCc2cc(OC)c(OC)c(OC)c2-c2ccc(OC)c(=O)cc21
8	-14	9	-0.8	-9	-3	-11	19	-9	Cc1ccc(OCC(=O)Nn2c(C)nc3ccccc3c2=O)c(C(C)C)c1

A different layout for some results above:
O=C(O)c1cccc2c1C(=O)N(CC1CCCO1)C2 (stereo not given)
  M5 ag: -1 | CHRM1 PAM: -3 | M5 antag: -7 | CRFR2-BP ag: 0.0 | M4 antag: -4 | M4 PAM: 13 | CRFR2-BP antag: -7 | M4 ag: 1 | M5 PAM: 6
Cc1cc(C)c(C(=O)COC(=O)Cn2cnnn2)cc1C
  M5 ag: 0 | CHRM1 PAM: 15 | M5 antag: -2 | CRFR2-BP ag: -1.2 | M4 antag: 15 | M4 PAM: 11 | CRFR2-BP antag: 15 | M4 ag: 0 | M5 PAM: 8
O=C1OCC2=C1C(c1ccc(F)cc1)CC(=O)N2c1ccccc1 (stereo not given)
  M5 ag: 1 | CHRM1 PAM: 3 | M5 antag: 2 | CRFR2-BP ag: / | M4 antag: -8 | M4 PAM: -9 | CRFR2-BP antag: / | M4 ag: 1 | M5 PAM: 7

Continued:
M5 ag	CHRM1 PAM	M5 antag	CRFR2-BP ag	M4 antag	M4 PAM	CRFR2-BP antag	M4 ag	M5 PAM	Compound
3	2	0	0.1	-1	-3	12	5	-5	O=C(CC1CS(=O)(=O)CC1CC(=O)Oc1ccccc1F)Oc1ccccc1F (stereo not given)
1	-1	-6	-3.7	-2	5	11	0	2	CCOc1cc(C#N)c(NC(=O)c2ccnn2C)cc1OCC
-4	-2	6	-3.5	-1	-7	3	3	-12	COc1ccc2c(c1)CCC/C2=N\Nc1nc(C(=O)NN)cs1
-3	5	1	0.1	-4	0	-15	1	3	O=C1C2ON(c3ccc(Br)cc3)C(c3cccnc3)C2C(=O)N1C1CCCCC1 (stereo not given)
-5	15	-5	-0.7	-10	10	0	0	13	CC1CCN(CCCNC(=O)Cn2ncc3c([nH]c4ccccc43)c2=O)CC1
0	6	-7	-1.7	0	5	22	1	1	Cc1noc(C)c1CCC(=O)O
-5	-2	-20	3.3	0	2	-11	0	11	CC1=NN(c2ccc(C(=O)O)cc2)C(=O)/C1=C\c1ccc(OC(=O)c2cccs2)cc1
-6	6	-9	-1.4	-5	12	-2	1	2	COC(=O)Cn1c(=O)c2c(nc(Br)n2Cc2ccccc2Cl)n(C)c1=O

Bioassay records deposited in PubChem BioAssay by several laboratories.
